All columns: NCI-60 one-dose screen, growth in % after 48 h at 10 µM unless noted; 100 = growth as untreated, 0 = no growth, -100 = all killed.
OVCAR-5 – OVCAR-5 ovarian cancer; 82,000 compounds, 2.9% hits; AID 1794783
OVCAR-3 – OVCAR-3 ovarian cancer | 79,000 compounds, 7% hits
ACHN – ACHN renal cancer; 81,000 compounds, 4.9% hits
CAKI-1 – CAKI-1 renal cancer | 75,000 compounds, 4.7% hits | AID 1794772
OVCAR-8 – OVCAR-8 ovarian cancer | 81,000 compounds, 4.4% hits
OVCAR-4 – OVCAR-4 ovarian cancer cells. 80,000 compounds, 3.7% hits
RXF 393 – RXF 393 renal cancer cells; 77,000 compounds, 6.9% hits; AID 1794773
A498 – A498 renal cancer cells. 76,000 compounds, 5.4% hits. AID 1794774
* = called active by the depositor; nt = no result given. The calls were made as follows: active = growth percent below 10; inactive = the rest.

SMILES	OVCAR-5	OVCAR-3	ACHN	CAKI-1	OVCAR-8	OVCAR-4	RXF 393	A498
NS(=O)(=O)c1ccc(Cn2c(SCC(=O)Nc3ccccc3)nc3ccccc3c2=O)cc1	95	112	102	89	98	106	108	nt
COc1cc(-c2c(-c3ccccc3)c[nH]c2C(=O)O)cc(OC)c1OC	106	110	105	89	102	106	nt	95
O=C1CSC(=S)N1c1ccccc1	95	121	96	92	102	93	97	124
COc1ccc(C(=O)COc2ccc(NC(=O)Nc3ccc(Cl)c(C(F)(F)F)c3)cc2)cc1	68	28	18	27	23	19	-52*	61
CC(=O)c1c(C)[nH]c(C(=O)O)c1C	113	117	110	102	101	101	117	101
COc1cc(NC(=O)CCSc2nc3ccc(Cl)cc3c(=O)n2Cc2ccccc2)cc(OC)c1OC	89	93	46	64	74	62	57	34
CN(C)CN1CCN(c2ccc3nc(-c4ccc5nc(-c6ccc(C(F)(F)F)cc6)[nH]c5c4)[nH]c3c2)CC1	114	90	79	74	53	-4.8*	50	nt
CN1CCC[C@]2(C)[C@H]3CC[C@@H]4[C@@H]5[C@H]6OC[C@@]5(CCC6(C)C)CC[C@@]4(C)[C@]3(C)CC[C@H]2C1(C)C	103	nt	87	10	22	87	75	90
COc1cc(CCC(C)=O)ccc1OC(=O)c1c(-c2c(F)cccc2Cl)noc1C	97	95	88	62	92	99	103	99
Cc1nc2ccccc2c(=O)n1-c1nc2ccccc2o1	107	85	92	nt	76	84	94	80
CCCCCC(=O)N1CCCCCC1	98	119	104	100	100	93	130	96
COc1ccc([C@H]2C(C(=O)c3ccc(Cl)cc3)C3(N[C@@H]2c2ccccc2)C(=O)Nc2ccc(Br)cc23)cc1 (stereo partly drawn)	-20*	-31*	0.4*	2.8*	15	17	-73*	-7.1*
Cc1cc(=O)[nH]c(N/N=C\c2c(Cl)cccc2Cl)n1	112	137	105	107	99	102	115	113
CCCCOc1nc2cc(Cl)ccc2cc1/C=C/c1cc(/C=C/c2cc3ccc(Cl)cc3nc2OCCCC)n(-c2ccccc2)n1	107	103	76	78	78	111	82	98
C[C@@H]1CN(c2cccnc2F)C(=O)c2cc(COc3ccc(Cl)cn3)nn21	106	106	106	102	nt	107	91	78
CO/N=C(\c1ccccc1)c1oc2ccc(N)cc2c1C	103	98	104	92	108	nt	123	91
N#Cc1c(-c2ccc(Br)cc2)cc(-c2cc(=O)oc3ccc(Cl)cc23)c(C#N)c1N	82	89	78	82	nt	74	77	52
Cc1ccc2nc(Cl)cc(=O)n2c1	94	135	99	111	117	117	117	107
Cc1ccc(C(C)C)cc1NC(=O)c1ccccc1O	96	30	45	32	59	25	57	68
CCOc1cccc(/C(N)=N/C(N)=N/c2nc3ccccc3s2)c1	99	104	49	62	69	95	110	115

Gathered by group: the entries above containing four or more nitrogen atoms (six)
SMILES	OVCAR-5	OVCAR-3	ACHN	CAKI-1	OVCAR-8	OVCAR-4	RXF 393	A498
NS(=O)(=O)c1ccc(Cn2c(SCC(=O)Nc3ccccc3)nc3ccccc3c2=O)cc1	95	112	102	89	98	106	108	nt
CN(C)CN1CCN(c2ccc3nc(-c4ccc5nc(-c6ccc(C(F)(F)F)cc6)[nH]c5c4)[nH]c3c2)CC1	114	90	79	74	53	-4.8*	50	nt
Cc1cc(=O)[nH]c(N/N=C\c2c(Cl)cccc2Cl)n1	112	137	105	107	99	102	115	113
CCCCOc1nc2cc(Cl)ccc2cc1/C=C/c1cc(/C=C/c2cc3ccc(Cl)cc3nc2OCCCC)n(-c2ccccc2)n1	107	103	76	78	78	111	82	98
C[C@@H]1CN(c2cccnc2F)C(=O)c2cc(COc3ccc(Cl)cn3)nn21	106	106	106	102	nt	107	91	78
CCOc1cccc(/C(N)=N/C(N)=N/c2nc3ccccc3s2)c1	99	104	49	62	69	95	110	115

The results go on.
SMILES	OVCAR-5	OVCAR-3	ACHN	CAKI-1	OVCAR-8	OVCAR-4	RXF 393	A498
Cc1ccc(-c2cc(-c3nnc(/C=C/c4ccc5c(c4)OCO5)o3)[nH]n2)cc1C	107	112	107	104	101	105	99	100
COc1ccc(C(c2ccc(N(C)C)cc2)c2ccc(N(C)C)cc2)cc1S(=O)(=O)O	102	99	105	nt	101	104	114	nt
CCOC(Cc1c(N)[nH]c(=S)[nH]c1=O)OCC	94	120	95	nt	96	nt	108	104
CCN(CC)CCN1c2ccc(C)cc2Sc2ccc3ccccc3c21	93	59	64	60	78	56	51	nt
CC(C)Cc1ccc(C[N+]23CN4CN(CN(C4)C2)C3)cc1	95	102	104	100	96	99	107	100
Cc1cc(N=C2NC(=O)/C(=C/c3ccco3)S2)no1	112	103	100	102	100	100	105	118
Cn1cnc([N+](=O)[O-])c1Sc1ccncn1	96	108	87	99	98	101	104	98
COc1cc(-c2nc(SCC(=O)Nc3ccc(C(=O)/C=C/c4ccc(Cl)cc4)cc3)[nH]c(=O)c2C#N)cc(OC)c1OC	100	112	107	99	96	112	105	92
O=c1nc2c(-c3ccccc3)n[nH]n2c2c1sc1ncccc12	108	111	102	103	101	100	111	161
O=C(O)c1cccc2c1Cc1cc([N+](=O)[O-])ccc1-2	106	115	102	90	108	nt	118	93
NC1(c2ccc(F)cc2)C2CC3CC(C2)CC1C3 (stereo not drawn)	102	125	97	94	102	107	99	109
Cc1nc(-c2ccccc2)cc2c(O)c(C(=O)NCc3ccccc3)[nH]c(=O)c12	98	97	102	94	108	110	114	nt
COC(=O)C(CC(=O)CNC(=O)c1ccccc1)NC(=O)c1ccccc1 (stereo not drawn)	111	112	111	108	103	117	119	112
O=c1cc(-c2ccccc2O)oc2ccc3ccccc3c12	112	90	90	nt	90	76	99	97
CC1(O)C(c2ccccc2)=C(c2ccccc2)c2ccccc21 (stereo not drawn)	104	123	97	95	103	90	99	83
N#C/C(=C\c1cccc(Br)c1)c1nc(N)nc(Nc2ccc(S(N)(=O)=O)cc2)n1	103	106	99	93	100	104	103	104
Fc1ccc2c(CN3CCO[C@H](COc4cccc(Cl)c4)C3)c[nH]c2c1	86	37	47	65	33	71	83	54
CS(=O)(=O)c1ccc(-c2nn(-c3ccc(F)cc3)cc2/C=N/NC(=O)c2ccncc2)cc1	108	104	104	99	99	107	97	98
CCCCC(CC#N)(CCC)CCC	104	106	102	90	104	93	126	103
O=C1OCC/C1=C\NCCCCCCCCN/C=C1\CCOC1=O	102	112	120	98	102	nt	106	nt

One compound at a time, as listed above. Order of values: OVCAR-5, OVCAR-3, ACHN, CAKI-1, OVCAR-8, OVCAR-4, RXF 393, A498
COc1cc(CCC(C)=O)ccc1OC(=O)c1c(-c2c(F)cccc2Cl)noc1C is entered as 97, 95, 88, 62, 92, 99, 103, 99
Cc1cc(N=C2NC(=O)/C(=C/c3ccco3)S2)no1 is entered as 112, 103, 100, 102, 100, 100, 105, 118

(cont.)
SMILES	OVCAR-5	OVCAR-3	ACHN	CAKI-1	OVCAR-8	OVCAR-4	RXF 393	A498
COC(=O)c1cccc(I)c1	93	105	98	101	85	95	nt	nt
COc1cc2oc(-c3cccc(NC(=O)[C@@H](N)CCC(N)=O)c3)cc(=O)c2c(OC)c1OC	108	nt	110	96	108	106	101	96
Cn1c(=S)c2[nH]c(SCCC(C)(C)C)nc2n(C)c1=O	89	66	63	66	65	69	81	nt
O=Cc1cc(I)c(O)c(I)c1	97	116	107	nt	106	99	114	nt
CCOC(=O)/C(C#N)=C\Nc1ccc2ncnc(Nc3ccc(Cl)cc3)c2c1	93	50	51	33	83	89	83	53
O=C(OCCN1CCN(CCOC(=O)C(Cl)(c2ccccc2)c2ccccc2)CC1)C(Cl)(c1ccccc1)c1ccccc1	97	104	99	nt	97	105	113	98
COc1ccc(-c2oc(=O)ccc2C#Cc2cc(OC)c(OC)c(OC)c2)cc1F	85	121	99	93	87	140	114	119
CC(=O)Nc1ccc(/C=C/C(=O)c2ccccc2)cc1	113	58	95	104	98	106	68	73
C=C(Cl)/C=N/C(=O)NC(O)C(=C)Cl (stereo not drawn)	92	103	91	99	111	104	114	76
CC(O)COC(C)c1ccccc1 (stereo not drawn)	99	112	97	96	96	108	106	122
COc1cc(/C=C/c2cc(/C=C/c3ccc(O)c(OC)c3)n(C(=O)Nc3ccc(F)c(Cl)c3)n2)ccc1O	0.9*	-26*	5.7*	-39*	-44*	9.3*	-58*	-14*
FC(F)(F)c1cc(Br)ccc1Br	94	116	101	nt	100	109	116	108
CN(C)Cc1cc(C(C)(C)C)cc(N2CCOCC2)c1O	112	111	101	109	102	119	108	102
COc1c(O)cc(C=O)cc1[N+](=O)[O-]	112	101	109	97	113	108	107	86
C(=C/c1ccnc(/C=C/c2ccccc2)c1)/c1ccccc1	102	107	99	91	101	102	103	91
CCCCCC[C@](C)(O)[C@H]1CC[C@H]2[C@@H]3C[C@H](O)[C@H]4C[C@@H](O)CC[C@]4(C)[C@H]3CC[C@@]21C	102	113	99	86	97	108	120	134
Cc1cc(=O)oc2cc(OCCn3cc(COC(=O)/C=C/c4cn(-c5ccccc5)nc4-c4ccc(Cl)cc4)nn3)ccc12	114	113	100	92	112	106	101	104
Cc1nc2c3c(ncn2n1)Oc1c(c(=O)n(C)c2ccccc12)C3c1ccc(Cl)cc1 (stereo not drawn)	99	110	102	89	105	96	105	101
O=C(c1ccccc1)c1ccccc1	96	108	101	105	101	122	118	105
CC(C)OC(=O)Nc1ccc(F)c(C(F)(F)F)c1	100	nt	101	92	100	104	107	91
CO[C@H]1C[C@@H]2CC[C@@H](C)[C@@](O)(O2)C(=O)C(=O)N2CCCC[C@H]2C(=O)O[C@H]([C@H](C)C[C@@H]2CC[C@@H](OCCO)[C@H](OC)C2)CC(=O)[C@H](C)/C=C(\C)[C@@H](O)[C@H](OC)C(=O)[C@H](C)C[C@H](C)\C=C/C=C/C=C/1C	51	63	49	48	41	27	5.2*	26
N#CNc1nc(O)cc(=O)[nH]1	108	122	108	103	110	100	104	103
CCOC(=O)/C(C#N)=C/c1ccc(C)o1	122	109	112	114	102	117	nt	84
CCc1cn(O)c(C)cc1=N	105	112	107	101	101	111	110	123
O=C(Nc1ccc(C(=O)/C=C/c2ccc(N3CCOCC3)cc2)cc1)Nc1ccc([N+](=O)[O-])cc1	94	94	94	83	92	nt	119	5.5*
Cc1ccc(C(=O)NCCCNc2nccc(-c3c(-c4cccc(F)c4)nc4sccn34)n2)cc1	109	73	53	63	65	76	45	48
COC(=O)N1C2c3ccccc3C(c3ccccc32)N1C(=O)OC	103	105	105	97	96	100	114	81
COC(=O)c1cc(Cl)nc(S(C)(=O)=O)n1	108	111	104	nt	102	103	104	82
O=C(NNC1CCN(Cc2ccccc2)CC1)c1ccccc1	116	115	112	105	104	nt	120	108
Cc1cc2c(C(C)C)c(O)c(O)c(C(=O)C(=O)NCc3ccco3)c2c(O)c1-c1c(C)cc2c(C(C)C)c(O)c(O)c(C(=O)C(=O)NCc3ccco3)c2c1O	83	52	37	91	45	37	54	nt
N#Cc1c(-c2ccccc2F)cc(-c2cccnc2)[nH]c1=O	111	105	99	92	102	102	110	90
COC(=O)CN(CC(=O)OC)C(=O)c1ccccc1	106	109	112	93	113	109	105	90
CN(C)c1ccc2cc3c(cc2c1)Oc1ccccc1N3.[Cl][Zn][Cl]	nt	18	71	54	70	64	96	115
C=C(C)C(=O)OCCO	95	103	100	97	107	114	102	85
CCc1c(C)cc(-c2ccccc2N)c2[nH]c3ccccc3c12	94	96	94	87	98	87	115	nt
C#CC(=O)O	104	106	108	97	110	109	111	65

Reformatted with values under each structure: 5 of the compounds above.
Results follow in this order: OVCAR-5, OVCAR-3, ACHN, CAKI-1, OVCAR-8, OVCAR-4, RXF 393, A498
COC(=O)c1cc(Cl)nc(S(C)(=O)=O)n1
    108, 111, 104, nt, 102, 103, 104, 82
O=C(NNC1CCN(Cc2ccccc2)CC1)c1ccccc1
    116, 115, 112, 105, 104, nt, 120, 108
Cc1cc2c(C(C)C)c(O)c(O)c(C(=O)C(=O)NCc3ccco3)c2c(O)c1-c1c(C)cc2c(C(C)C)c(O)c(O)c(C(=O)C(=O)NCc3ccco3)c2c1O
    83, 52, 37, 91, 45, 37, 54, nt
N#Cc1c(-c2ccccc2F)cc(-c2cccnc2)[nH]c1=O
    111, 105, 99, 92, 102, 102, 110, 90
COC(=O)CN(CC(=O)OC)C(=O)c1ccccc1
    106, 109, 112, 93, 113, 109, 105, 90

No enrichment for hits; 10% or so of the library scored in one or more.
